LDHA block = qHTS assay for inhibitors of human lactate dehydrogenase. AID 1347041, 2019. purified LDHA, NADH/diaphorase-resazurin fluorescence; stronger effect = lower value. activity change, % (values are at about 110 or 230 µM). L-lactate dehydrogenase A chain (Homo sapiens), P00338. hit rate 0.15% among 480,000; in the data active = activity change below about -30%; inconclusive = mostly about -25% to -30%;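 also: plate controls were DMSO wells for no effect and wells without enzyme for full effect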
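Human LDH5 (2 nM) was incubated with 0.06 mM NADH and 0.2 mM pyruvate for 5 min at room temperature in Tris pH 7.4. Remaining NADH was coupled through diaphorase/resazurin, and resorufin fluorescence was read at 0 and 20 min.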
GRP78 ERSR act = qHTS for Inducers of the Endoplasmic Reticulum Stress Response (ERSR) in Human Glioma: qHTS | U87-MG GRP78 promoter luciferase reporter, 16 h | Potency, µM, without a hit: top-dose activation, most hits filed as activators | hit rate 0.02% among 420,000 | AID 602332, 2012; also: potency is read from the fitted curve at half-maximal effect; series mostly up to about 76 µM; % of control where 0% means no effect; nearly all actives have a fitted effect of over 35% in size
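Stably transfected U87-MG human glioma cells carrying a GRP78-based luminescent sensor were seeded at 1000 cells/well, pin-dosed with compounds and incubated 16 h. Luciferase reagent was then added, and end-point luminescence was read after 10 min at room temperature.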
TrxR1 substrate = qHTS Assay for Substrates of Mammalian Selenoprotein Thioredoxin Reductase 1 (TrxR1): qHTS; Thioredoxin reductase 1, cytoplasmic (Rattus norvegicus), O89049; purified TrxR1 substrate turnover, NADPH consumption readout; Potency, µM (top dose mostly 114 µM), without a hit: top-dose activity change, negative = substrate turnover; hit rate 0.01% among 390,000; AID 588456, 2011; also: potency is read from the fitted curve at half-maximal effect; % is scaled to controls: 0 for no effect and ±100 for the full control effect; nearly all actives have a fitted effect of over 50% in size
Target sequence (O89049 whole entry, looked up): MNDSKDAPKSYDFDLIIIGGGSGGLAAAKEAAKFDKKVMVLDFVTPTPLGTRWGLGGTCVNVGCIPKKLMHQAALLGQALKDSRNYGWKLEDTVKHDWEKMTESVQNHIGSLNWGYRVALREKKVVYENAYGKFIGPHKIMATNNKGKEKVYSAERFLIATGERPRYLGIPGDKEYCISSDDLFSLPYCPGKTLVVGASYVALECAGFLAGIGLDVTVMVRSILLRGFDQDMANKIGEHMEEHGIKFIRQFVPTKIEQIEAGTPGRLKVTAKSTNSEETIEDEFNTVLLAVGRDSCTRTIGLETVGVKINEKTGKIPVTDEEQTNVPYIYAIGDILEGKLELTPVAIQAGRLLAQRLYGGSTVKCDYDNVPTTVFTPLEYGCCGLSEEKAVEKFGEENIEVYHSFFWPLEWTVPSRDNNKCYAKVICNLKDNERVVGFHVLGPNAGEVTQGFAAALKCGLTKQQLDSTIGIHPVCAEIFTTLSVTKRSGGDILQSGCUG
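Rat TrxR1, dispensed at 90 nM, was prereduced with 400 uM NADPH (final) for 5 min at ~22 deg C, then incubated with compound 15 min before 400 uM selenite. A first-read NADPH fluorescence drop versus no-compound background flagged substrates.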
TrxR1 inh = qHTS Assay for Inhibitors of Mammalian Selenoprotein Thioredoxin Reductase 1 (TrxR1): qHTS; Thioredoxin reductase 1, cytoplasmic (Rattus norvegicus), O89049; recombinant rTrxR1, NADPH fluorescence consumption, selenite substrate; Potency, µM (top dose mostly 114 µM), for inactives: at the highest dose activity change, negative = inhibition, usual class: inhibitors; hit rate 1% among 390,000; also: potency is read from the fitted curve at half-maximal effect; % is scaled to controls: 0 for no effect and ±100 for the full control effect; nearly all actives have a fitted effect of over 65% in size
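Rat TrxR1 (90 nM in the dispensed reagent) was pre-reduced with 400 uM NADPH for 5 min at room temperature, then incubated with compound for 15 min. After 400 uM selenite was added, NADPH fluorescence (Ex 340/Em 450 nm) was followed for 8 min.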
Vif-APOBEC3F blk = qHTS for Inhibitors of Vif-A3F Interactions: qHTS. hit rate 0.2% among 390,000. HeLa A3F-eYFP + Vif (tagged APOBEC3F with the HIV-1 protein that degrades it), YFP fluorescence increase. Potency, µM (doses to about 46.1 µM), inactives show at the top dose activity, negative = active; also: potency is read from the fitted curve at half-maximal effect; % of control where 0% means no effect; nearly all actives have a fitted effect of over 65% in size
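Fluorescence increase (Ex 488/Em 500-530) after overnight compound treatment at 37 deg C flags inhibition of Vif-driven A3F-eYFP loss in stable HeLa A3F-eYFP/Vif cells seeded overnight beforehand.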
Vif-A3G inh = qHTS for Inhibitors of Vif-A3G Interactions: qHTS; DNA dC->dU-editing enzyme APOBEC-3G (Homo sapiens), Q9HC16; Potency, µM (doses to about 46.1 µM), inactives show at the top dose activity, negative = active, usual class: inhibitors; HeLa A3G-eYFP + Vif (tagged APOBEC3G with the HIV-1 protein that degrades it), YFP fluorescence, overnight; AID 602310, 2012; hit rate 0.076% among 410,000;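 also: potency is read from the fitted curve at half-maximal effect; % is scaled to controls: 0 for no effect and ±100 for the full control effect; nearly all actives have a fitted effect of over 60% in size; hits raise eYFP signal because A3G escapes Vif-driven loss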
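HeLa cells stably expressing Vif and C-terminally eYFP-tagged A3G, seeded overnight at 37 deg C, then exposed to compound by pintool overnight at 37 deg C. Rise in yellow fluorescence (Ex 488/Em 500-530, Acumen) marks blocked Vif-driven A3G degradation.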
RGS4 inh = Inhibitors of Regulator of G Protein Signaling (RGS) 4: qHTS; Potency, µM (highest dose often 114 µM), for the others: top-dose activity change, negative = inhibition, actives largely listed as inhibitors; Regulator of G-protein signaling 4 (Homo sapiens), P49798; hit rate 0.039% among 390,000; Transcreener GDP fluorescence polarization, RGS4-accelerated GTP hydrolysis; AID 504845, 2011; also: potency is read from the fitted curve at half-maximal effect; % is scaled to controls: 0 for no effect and ±100 for the full control effect; nearly all actives have a fitted effect of over 75% in size; some results filed as inactive show a strong effect at the top dose
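MLSMR compounds (23 nl, pin-transferred) preincubated 10 min at room temperature with a 500nM (2x) first reagent, then RGS4 at 900nM (2x) plus Transcreener GDP mix added; fluorescence polarization (620/688 nm) read before and after 90 min at 30 °C.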
USP1-UAF1 inh = Inhibitors of USP1/UAF1: Primary Screen | Ubiquitin carboxyl-terminal hydrolase 1 (Homo sapiens), O94782 | recombinant USP1/UAF1, Ub-Rhodamine cleavage fluorescence | Potency, µM (titrated, usually from 57.1 µM), for inactives: at the highest dose activity change, negative = inhibition, usual class: inhibitors | hit rate 0.23% among 390,000; also: potency is read from the fitted curve at half-maximal effect; % is scaled to controls: 0 for no effect and ±100 for the full control effect; nearly all actives have a fitted effect of over 60% in size; inactives centre near -12
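Step one: compound is pinned into 1nM USP1/UAF1 in HEPES pH 7.8 buffer with TCEP. Step two: 15 min room-temperature incubation. Step three: Ub-Rho (150nM final) starts cleavage, tracked by fluorescence over six one-minute reads.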
mIDH1 inhibitor = qHTS for Inhibitors of mutant isocitrate dehydrogenase 1 (IDH1): qHTS; Isocitrate dehydrogenase [NADP] cytoplasmic (Homo sapiens), O75874; IDH1-R132H enzyme, NADPH consumption, diaphorase/resazurin fluorescence; Potency, µM (series often up to 76.6 µM), for the others: at the top dose activity change, negative = inhibition, usual class: inhibitors; hit rate 0.093% among 390,000; AID 602179, 2012; also: potency is read from the fitted curve at half-maximal effect; % is scaled to controls: 0 for no effect and ±100 for the full control effect; nearly all actives have a fitted effect of over 65% in size
Target sequence (O75874 whole entry R132H, stated change not applied): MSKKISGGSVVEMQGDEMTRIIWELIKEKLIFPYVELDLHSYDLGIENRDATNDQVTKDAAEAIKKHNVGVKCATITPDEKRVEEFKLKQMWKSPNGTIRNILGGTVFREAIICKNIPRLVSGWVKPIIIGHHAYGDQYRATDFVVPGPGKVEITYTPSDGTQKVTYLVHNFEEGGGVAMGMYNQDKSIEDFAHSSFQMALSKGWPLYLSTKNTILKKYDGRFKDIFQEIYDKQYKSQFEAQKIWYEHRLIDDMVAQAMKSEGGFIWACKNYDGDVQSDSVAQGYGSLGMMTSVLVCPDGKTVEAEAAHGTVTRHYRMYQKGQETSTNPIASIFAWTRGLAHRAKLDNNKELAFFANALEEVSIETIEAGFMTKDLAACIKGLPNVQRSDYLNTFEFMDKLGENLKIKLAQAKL
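IDH1-R132H (0.5 ug/mL dispensed) in pH 7.5 Tris buffer was preincubated 30 min with compound, then given a substrate mix of 0.016 mM NADPH and 2 mM alpha-KG for 80 min at room temperature; remaining NADPH was read by diaphorase/resazurin fluorescence.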
* hit, by the source's call; ? = inconclusive; · = no result given; & = joins results of further samples; [ ] = remark or other dose. Unless noted, calls follow the shape of the dose curve; as a rule, active = well fitted curve in the direction sought with a large enough effect; inconclusive = small, poorly fitted or top-dose-only effect, or another doubt; inactive = no such curve, though single readings can be large; an effect the other way counts as inactive or inconclusive. These rows are one share of the data; the hit share may differ from the screen's.

smiles	LDHA block	GRP78 ERSR act	TrxR1 substrate	TrxR1 inh	Vif-APOBEC3F blk	Vif-A3G inh	RGS4 inh	USP1-UAF1 inh	mIDH1 inhibitor
CC1CCCCN1C(=O)c1cccc(NC(=O)c2ccccc2)c1 (stereo not given)	-6	1%	-1%	5%	3%	-1%	-24%	-18%	3%
Cc1ccc2c(c1)nnn2C1CCN(S(=O)(=O)c2ccc(C(=O)O)cc2)CC1	1	-3%	4%[57.1 µM]	31%[57.1 µM]	6%	5%	-15%	-19%	4%
O=C(CSc1nc2ccccc2s1)Nc1ccc(N2CCOCC2)c(Cl)c1	-10	-3%	-12%	-16%	-9%	-4%	-44%	-17%	9%
CCN(CCO)Cc1cc(=O)oc2c(C)c(C)ccc12	-6&1	-1%	10%	?	-5%	0%	-27%	-7%	4%
COc1ccc(C(=O)CSc2nnc(-c3ccc(C)cc3)o2)cc1	-13	-1%	-3%	14%	-2%	-1%	-15%	-2%	9%
COc1ccc(NS(=O)(=O)c2ccc(C(=O)N3CCC(C)CC3)cc2)cc1	0	-1%	-2%	1%	-6%	-1%	-4%	2%	4%
COc1ccc(OCC(=O)NCCCN2CCOCC2)cc1	1	-1%	2%	4%	·	1%	33%	1%	-1%
CN(C)CCCNc1oc(/C=C/c2cccs2)nc1S(=O)(=O)c1ccccc1	2	4%	-2%	?	-5%	4%	6%	-6%	0%
O=C1NC2(CCc3ccccc32)C(=O)N1CCOc1ccc(Cl)cc1 (stereo not given)	1	-2%	1%	9%	-1%	-2%	12%	-15%	3%
Cc1csc2ncc(C(=O)N3c4ccccc4CC3C)c(=O)n12 (stereo not given)	-9	-3%	-3%[57.1 µM]	-8%[57.1 µM]	-5%	-1%	11%	-11%	10%

Other structures.
smiles	LDHA block	GRP78 ERSR act	TrxR1 substrate	TrxR1 inh	Vif-APOBEC3F blk	Vif-A3G inh	RGS4 inh	USP1-UAF1 inh	mIDH1 inhibitor
CCCCC(=O)NC(c1cccc([N+](=O)[O-])c1)c1ccc2cccnc2c1O (stereo not given)	-3	-3%	-3%	16%	-1%	-20%	-7%	-4%	-14%
CCCC(=O)NNc1c2ccccc2nc2ccccc12	-1	-5%	-5%	-15%	-7%	-2%	-32%	-5%	3%
CCOC(=O)N1CCN(C(=O)c2ccc(CS(=O)c3cccc(C)c3)o2)CC1 (stereo not given)	-4	-4%	·	·	-3%	-5%	·	-22%	-2%
CCC(C(=O)NCCC1=CCCCC1)n1nc(C)c2c(C)n(-c3ccccc3)nc2c1=O (stereo not given)	-1	-4%	-8%	-11%	1%	4%	-24%[11.4 µM]	-24%	0%
Cc1cccc(CSc2cn(CC(=O)N3CCCCC3)c3ccccc23)c1	1	2%	-14%	4%	0%	3%	15%	-36%	-12%
O=C(Nc1ccc2c(c1)oc1ccccc12)C1CC1	-9	12%	8%[57.1 µM]	13%[57.1 µM]	-2%	0%	-8%[11.4 µM]	-18%	1%
Nc1c(Cl)ncnc1N/N=C/c1ccc2ccccc2n1	-4	-3%	-23%	-32%	-9%	-23%	-18%	-9%	-4%
COC(=O)c1ccc(NS(=O)(=O)NC(=O)c2c[nH]c3ccccc23)cc1	-1	-1%	-4%	8%	0%	6%	8%	-19%	-2%
COc1cc2cc(C)c3nnc(SCC(=O)Nc4cc(C)on4)n3c2cc1OC	-4	-5%	2%[57.1 µM]	7%[57.1 µM]	?	-2%	16%	-22%	1%
CC1(C)SC(=S)N(NC(=O)Nc2ccccc2)C1N(O)C(=O)Nc1ccccc1 (stereo not given)	-3	-4%	-8%	-5%	0%	1%	-1%	-19%	0%

New compounds follow:
smiles	LDHA block	GRP78 ERSR act	TrxR1 substrate	TrxR1 inh	Vif-APOBEC3F blk	Vif-A3G inh	RGS4 inh	USP1-UAF1 inh	mIDH1 inhibitor
CN(/N=C/c1ccc(Br)o1)C1=NS(=O)(=O)c2ccccc21	-3	-6%	60%	28%[57.1 µM]	5%	-1%	-40%	-10%	5%
COc1ccc(CCNC(=O)CCOc2cc(C)ccc2C)cc1OC	-2	-5%	6%	25%	0%	-8%	13%	-24%	-5%
CCN(CC)S(=O)(=O)c1ccc(NC(=O)C(OC)c2ccccc2)cc1 (stereo not given)	-5	-3%	3%	9%	2%	2%	3%	-25%	1%
CC1CCc2nc(NC(=O)C3CC3)sc2C1 (stereo not given)	4	1%	6%[57.1 µM]	7%[57.1 µM]	2%	-5%	36%	-19%	3%
N#Cc1ccc(COC(=O)c2ccc3c(=O)[nH]c(CN4CCOCC4)nc3c2)cc1	0	1%	-5%	-9%	-6%	-4%	-17%	-20%	2%
CCOC(=O)C(NC(C)=O)(NC(C)C)C(F)(F)F (stereo not given)	-11	-4%	1%	26%	2%	0%	26%	0%	1%
O=C(NC1CCCCC1)C(c1ccncc1)N(CC1CCCO1)C(=O)C(F)(F)F (stereo not given)	1	-4%	7%	?	-1%	2%	-24%	-14%	6%
C[C@@H]1CN([C@H](C)CO)C(=O)c2cc(Br)cnc2O[C@@H]1CN(C)Cc1cncnc1	-21	-6%	·	·	-15%	1%	·	1%	3%
O=C(C1CCC(CNc2c(N3CCOCC3)c(=O)c2=O)CC1)N1CCN(c2ccccc2)CC1 (stereo not given)	-4	-4%	-1%	12%	-5%	-1%	-13%	?	7%
CC1C(=NO)C(C)C(c2ccccc2)NC1c1ccccc1 (stereo not given)	-1	1%	3%[57.1 µM]	4%[57.1 µM]	0%	-3%	-4%	-8%	4%

Additional compounds.
smiles	LDHA block	GRP78 ERSR act	TrxR1 substrate	TrxR1 inh	Vif-APOBEC3F blk	Vif-A3G inh	RGS4 inh	USP1-UAF1 inh	mIDH1 inhibitor
CCN(CC)C(=O)C1CCCN(C(=O)c2oc3ccc(C)cc3c2C)C1 (stereo not given)	-8	5%	2%	3%	-4%	-2%	-11%	-21%	1%
Cc1ccc(C(=O)O)cc1NC(=O)CSc1ncnc2sc3c(c12)CCC3	-6	3%	-4%	-2%	-1%	1%	-11%	1%	-2%
COc1ccc(NC(=O)N2CCN(c3nc(-c4cccc(OC)c4)cs3)CC2)cc1	-3	-7%	-2%	28%	1%	-10%	-12%	-14%	3%
COc1cc(C#Cc2c(-c3cncn3C)n(C)c3ccc(-c4cc(OC)c(OC)c(OC)c4)cc23)cc(OC)c1	4	-7%	33%[activator][57.1 µM]	-14%[57.1 µM]	10%	1%	-10%	-25%	?
COc1ccc(NC(=O)Nc2ccc([N+](=O)[O-])cc2)cn1	15	0%	3%	4%	-29%	4%	-4%	-8%	-6%
Cc1cnc(C(=O)OCc2ccc(Br)cc2F)cn1	-13	-2%	-5%	3%[57.1 µM]	-6%	-3%	13%	-11%	1%
Cc1cc(Nc2nc3ccccc3[nH]c2=O)n(-c2ccccc2)n1	-3	-8%	-5%	-11%	-16%	0%	-35%	-10%	1%
CCn1nc(NS(=O)(=O)c2ccccc2)c2cc3cc(C)ccc3nc21	-5	3%	-8%	-3%	-9%	-9%	30%	0%	-7%
O=C(COC(=O)c1ccc(C(F)(F)F)cc1)Nc1cccc(S(=O)(=O)NC2=NCCCCC2)c1	-1	-5%	-3%	8%	-10%	0%	3%	-4%	5%
S=C(NCCc1ccccc1)Nc1ccccc1Cl	-6	4%	5%	?	2%	-5%	-29%	-10%	-1%

Carrying on.
smiles	LDHA block	GRP78 ERSR act	TrxR1 substrate	TrxR1 inh	Vif-APOBEC3F blk	Vif-A3G inh	RGS4 inh	USP1-UAF1 inh	mIDH1 inhibitor
COc1cccc(-c2nc(SCC(=O)Nc3nc(-c4ccccc4)c(C)s3)[nH]c(=O)c2C#N)c1	-2	-4%	-20%[57.1 µM]	24%[57.1 µM]	0%	-7%	-53%	-17%	-20%
COc1ccc(/C=C(/NC(=O)c2ccccc2)c2nc3ccccc3[nH]2)cc1OC	-4	0%	-1%	10%	0%	-3%	-13%	-5%	4%
Nc1ccc2nc(COc3ccccc3)[nH]c2c1	1	2%	-4%	1%	2%	1%	15%	-18%	4%
O=C(CN1C(=O)c2cccnc2Oc2ccc(Cl)cc21)Nc1ccccc1F	-10	2%	3%[57.1 µM]	16%	-9%	-8%	2%	-10%	-9%
S=c1[nH]c2ccccc2n2c(=S)[nH]nc12	-17	1%	-17%	?	8%	1%	-18%	-14%	-7%
